G6PDH CS: counter-screen for G6PDH assay hits: L. mesenteroides G6PDH inhibition. Purified L. mesenteroides G6PDH, diaphorase/resazurin coupled fluorescence, 45 min. inhibition, % at 5 µM. hit rate 0.12% among 200,000; in the data active = inhibition above about 50%
FLuc act counter: firefly luciferase counter-screen for stimulation assays; P08659; ATPlite luciferase biochemical, luminescence, 10 min; 0 = ATP-free wells, 1 = DMSO control; activation factor at 10 µM; 200,000 tested, under 10 active; AID 1027;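 active = luciferase activation factor, scaled between plate controls, of at least 2 with compound at 10 µM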
Target sequence (P08659 whole entry, looked up): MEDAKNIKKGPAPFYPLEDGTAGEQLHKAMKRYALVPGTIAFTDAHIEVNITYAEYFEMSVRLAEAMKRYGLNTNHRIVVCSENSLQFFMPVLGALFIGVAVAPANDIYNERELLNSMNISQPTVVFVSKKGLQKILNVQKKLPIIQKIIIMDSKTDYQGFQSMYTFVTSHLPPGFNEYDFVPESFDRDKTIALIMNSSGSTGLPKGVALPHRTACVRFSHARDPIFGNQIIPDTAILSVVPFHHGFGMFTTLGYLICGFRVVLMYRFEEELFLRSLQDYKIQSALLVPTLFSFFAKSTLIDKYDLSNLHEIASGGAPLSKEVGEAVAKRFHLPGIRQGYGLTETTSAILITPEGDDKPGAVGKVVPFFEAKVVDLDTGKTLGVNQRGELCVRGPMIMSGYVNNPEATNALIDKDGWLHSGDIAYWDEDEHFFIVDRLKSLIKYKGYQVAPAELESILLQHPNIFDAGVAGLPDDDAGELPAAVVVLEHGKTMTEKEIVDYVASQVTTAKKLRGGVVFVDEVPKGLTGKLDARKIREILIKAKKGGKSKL
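System: Luciferase/luciferin detection reagent, cell-free biochemical luciferase assay | Medium: PBS buffer for ATP | Dosing: Test compounds dosed from 2 mM stocks in 100% DMSO | Timing: 10 min at ambient temperature | Signal: Luminescence measurement of luciferase light output | Evaluation: Luciferase activation, seen as luminescence increase over controls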
APP transl inh: APP translation inhibition; hit rate 0.82% among 190,000; SH-SY5Y APP 5'UTR-luciferase reporter, luminescence; inhibition, % at 2 µM;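 active = inhibition above a set limit, derived from the sample mean plus 3 SD, cut at about 45% in these data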; also: values of inactives mirror those of a sister screen read the other way
HMGR II inh: inhibitors of class II HMG-CoA reductase from Enterococcus faecalis; purified E. faecalis HMGR, NADPH absorbance 340 nm kinetic; inhibition, % at 10 µM; hit rate 0.41% among 190,000;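 active = inhibition above a set limit, the median over all tested compounds plus 3 SD, cut at about 9.5% in these data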;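 also: enzyme runs in reverse so mevalonate oxidation gives rising NADPH absorbance; 0% = complete reaction with DMSO and 100% = background rate lacking mevalonate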
Redox H2O2 prof: compounds producing H2O2 with reducing agent – biochemical, NIH compound library profiling, artefact control for MLSCN library redox annotation, primary screen | DTT-dependent redox cycling H2O2, phenol red/HRP absorbance; 100% = 100 µM peroxide control, 0% = buffer | activation, % at 10 µM | hit rate 0.03% among 200,000;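 active = activation of at least 50% relative to the plate's high and low controls in the primary single-dose screen; inactive = activation below 50%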;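 also: compound incubated with DTT at 0.8 mM final as the reducing agent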
NF-kB neuron act: raises NF-kB expression in human neuronal cells. NF-kB reporter expression; stronger effect = higher value. fold change at 12.5 µM. hit rate 1.6% among 190,000. AID 1239; in the data active = fold change above about 3.3
Hsp70 act: switches on Hsp70 transcription | HeLa Hsp70 promoter luciferase reporter, luminescence; scaled: vehicle 0, proteasome-inhibitor control 100% | activation, % at 10 µM | hit rate 0.04% among 200,000;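 active = activation above the mean across all tested compounds plus 3 SD, cutoff set per campaign, cut at about 5.5% in these data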;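 also: 100% = MG132 at 30 µM as the positive control and 0% = DMSO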
APP 5'UTR act: activates APP 5'UTR luciferase reporter. SH-SY5Y APP 5'UTR luciferase reporter, luminescence; zero percent = DMSO vehicle wells. activation, % at 2 µM. hit rate 1% among 190,000. AID 1276;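 active = activation above a set limit, based on mean plus 3 SD of controls, cut at about 140% in these data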; also: values of inactives mirror those of a sister screen read the other way
FLuc inhib CS: Photinus pyralis luciferase inhibition counter-screen | P08659 | ATPLite firefly luciferase biochemical luminescence, 10 min | inhibition, % at 10 µM | hit rate 1.5% among 200,000 | AID 1006;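 active = inhibition above about 50% when tested at 10 µM, limit read from the data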
STAT1 activator: activators of IFN-gamma induced STAT1 signaling; NIH 3T3 STAT1-luciferase reporter, luminescence; 100% = IFN-gamma alone, no compound; activation (% of control), % at 5.5 µM; hit rate 2.6% among 200,000; AID 932;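 active = activation above the screen-wide mean activation plus 3 SD, cut at about 130% in these data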;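 also: raw ratio to IFN-gamma control signal so 100% means no change and 0% no light; values of inactives mirror those of a sister screen read the other way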
The depositor's hits bear a star; nt = no result given. The order is random. About 5.3% of those tested had a hit in this group.

SMILES	G6PDH CS	FLuc act counter	APP transl inh	HMGR II inh	Redox H2O2 prof	NF-kB neuron act	Hsp70 act	APP 5'UTR act	FLuc inhib CS	STAT1 activator
Cc1cccc(NC(=O)c2cc([N+](=O)[O-])ccc2NCC2CCCO2)n1 (centres undefined)	0	1	8	-2	-0.6	0.85	-0.5	-8	0	98
COc1ccc(OC)c(-c2cc(C(=O)Nc3ccc(F)cc3F)no2)c1	11	1	-8	-2	0.0	1.2	-0.1	8	-3	104
CCCCNc1c([N+](=O)[O-])c(=O)n(C)c2ccccc12	6	1	18	-7	0.1	0.98	-0.2	-18	-3	97
COc1cc(S(=O)(=O)Nc2ccc(C)cc2)ccc1N=Cc1c(C)c(C#N)c(=O)n(C)c1O	-1	1	2	-8	-1.3	1	0.0	-2	-4	101
Cc1cccc(N2CCN(C(c3ccccc3)c3nnnn3C(C)(C)C)CC2)c1C (centres undefined)	1	1.1	7	-2	-0.1	0.65	0.3	-7	-9	98
COc1ccc(C(C)C)cc1S(=O)(=O)Nc1ccc(Cl)cn1	5	1	-5	0	-0.4	1.1	-0.2	5	-1	108
Cc1cc(C(=O)N2CCN(Cc3ccc4c(c3)OCO4)CC2)cs1	-5	1	-14	-6	-0.9	1.3	-0.4	14	2	99
Cc1cc(C)c2c(CC(=O)NCCc3ccccc3)coc2c1	0	1.1	5	-3	-0.6	1.1	-0.1	-5	-5	96
CCCSc1n[nH]c(NC(C)=O)n1	4	1.1	nt	1	-0.8	1.4	-0.3	nt	-7	101
c1ccc2c(c1)ncn2Cc1nnc2sc(-c3ccncc3)nn12	-14	1.1	4	0	1.7	1.2	0.0	-4	-6	95
Cc1cc(OCCCC(=O)N2CCCCC2)cc(C)c1Cl	-1	1.1	-6	-2	-0.7	1.3	-0.5	6	-6	102
CC(=O)NS(=O)(=O)c1ccc(NC(=S)NC(=O)C(C)C)cc1	15	1.1	4	-5	4.4	1	-0.4	-4	-8	97
COc1ccc(C2C(CC(=O)O)=C(O)C(=O)N2c2ccccc2)cc1 (centres undefined)	8	1	-2	-1	-1.3	1.2	0.3	2	1	106
Cc1ccc(C2CCN(C(=S)Nc3cccc(C)c3)C2)cc1 (centres undefined)	2	1	1	-3	-0.7	1.1	-0.1	-1	-2	104
CCCCCCCn1c(=N)n(CC(=O)c2ccco2)c2ccccc21	0	1	-12	2	-0.1	0.65	-0.3	12	-2	84
C/C(=N\NC(=O)Cc1ccc(F)cc1)c1ccc(F)cc1	6	1.1	11	-1	-0.3	1.1	-0.2	-11	-8	97
COc1cc(C2=NOC(C(=O)N3CCCc4ccccc43)C2)cc(OC)c1OC (centres undefined)	3	1.1	-2	2	1.2	0.67	-0.3	2	-10	101
CC(C)C(c1nnnn1CC1CCCO1)N1CCN(Cc2ccc3c(c2)OCO3)CC1 (centres undefined)	10	1	19	-5	2.5	1	0.1	-19	0	106
COc1ccc(-n2c(O)cnc2Nc2nc(C)cc(C)n2)cc1OC	-3	1	-10	-1	0.2	0.86	-0.1	10	-2	102
CC(=O)c1c(C)[nH]c(C(=O)OCC(=O)Nc2ccc(Cl)cc2[N+](=O)[O-])c1C	-27	1	-4	0	0.3	0.43	-0.5	4	-4	75
Cc1ccc(Cl)cc1NC(=O)C1CCCN(S(=O)(=O)c2c(C)noc2C)C1 (centres undefined)	1	0.9	-8	-4	0.5	0.93	-0.3	8	7	98
C=CCSc1ncc(C(=O)OCC)c(N)n1	2	1	-30	-7	-0.5	1.9	-0.1	30	2	120
O=C(Nc1ccc2c(c1)OCO2)c1cccc(S(=O)(=O)N2CCCC2)c1	-8	1	-3	0	-3.2	1	-0.3	3	2	98
O=C(NC1CCCC1)c1ccc(COCC(F)(F)C(F)F)o1	2	1	10	2	0.7	1.2	0.1	-10	-4	93
CC(=O)c1cccc(NC(=S)NCCc2ccc(F)cc2)c1	-2	1.1	-6	3	-1.1	1.2	-0.2	6	-5	103
Cc1ccc(S(=O)(=O)NC2CCC(C(=O)O)CC2)cc1 (centres undefined)	1	1	2	-4	0.0	1	-0.2	-2	-5	105
Cc1ccc(C(=O)Nc2c(C)cc(-c3ccccc3)oc2=O)cc1	2	1.1	-5	4	-1.1	1.1	0.2	5	-8	106
CC(C)=C(C#N)c1nc2ccccc2s1	-16	1	-16	2	-2.8	1.1	-0.6	16	-1	92
CCc1noc2c1/C(=N\O)CC(c1ccccc1)C2 (centres undefined)	1	1	-6	0	2.2	1.5	-0.2	6	-2	99
Cn1cnnc1Sc1nc2c(c(=O)n(C)c(=O)n2C)n1Cc1ccccc1Cl	2	1	2	1	-0.5	1.1	-0.1	-2	-5	97
CC1(C)Cc2ccccc2-c2nnc(-c3ccccc3)n21	2	1	19	-5	-2.5	1.1	-0.2	-19	-1	99
c1ccc2sc(N3CN(CCN4CCOCC4)CN(c4nc5ccccc5s4)C3)nc2c1	-1	1	-2	-1	-3.4	1	-0.4	2	-3	92
COc1cccc2c1OCC1COc3c(c(=O)n(C)c(=O)n3C)C21 (centres undefined)	1	1.1	-2	5	0.3	1.1	-0.4	2	-5	100
CCCCC(=O)NCCNc1nc2c(c(=O)n(C)c(=O)n2C)n1Cc1ccccc1	2	1	1	0	2.5	1.1	0.3	-1	2	104
COc1cc(C(=O)Nc2cccc(-c3nc4ccccc4o3)c2C)cc(OC)c1OC	2	1.1	-4	1	0.8	1.1	-0.2	4	-6	88
c1coc(CNc2c3c(nc4ncnn24)CCC3)c1	7	1	-10	-6	0.8	1	-0.1	10	-1	95
Cc1ccc(N(CC(=O)NN=C2CCN(C)CC2)S(=O)(=O)c2ccccc2)c(C)c1	6	1	3	0	0.2	1	-0.1	-3	-2	98
CCC(C)N(C(=O)C(F)(F)F)C(C(=O)NC1CCCCC1)c1ccncc1 (centres undefined)	8	1.1	14	-2	0.4	1	0.1	-14	-6	103
CCN1C(=O)CC(N2CCN(C(c3ccccc3)c3ccccc3)CC2)C1=O (centres undefined)	-2	1	-26	-2	2.9	1.2	-0.4	26	1	100
CC1CCCN(CCCOc2ccc(Br)cc2Cl)C1 (centres undefined)	-3	1	-2	-1	1.2	1.6	0.0	2	-1	110
N/C(=N\OC(=O)CCCOc1ccccc1)c1ccc([N+](=O)[O-])cc1	2	1.1	14	1	-0.4	0.87	0.2	-14	-8	102
C/C(=N\NC(=O)CNc1cccc(C(F)(F)F)c1)c1cccs1	0	1	0	0	-0.1	1.2	0.0	0	-2	111
C=CCSc1nnc(NC(=O)c2cccc(S(=O)(=O)N(C)c3ccccc3)c2)s1	24	1	0	3	-0.6	1.1	-0.4	0	-4	105
O=C(O/N=C\c1ccc(N2CCCCC2)c([N+](=O)[O-])c1)c1ccc(Cl)cc1Cl	4	1	-3	-3	-3.0	1.2	-0.4	3	-4	97
CCN(CC)c1ccc([N+](=O)[O-])cc1C(=O)O	21	1	-4	-6	0.1	0.93	-0.6	4	-4	96
C=CCN1C(=O)C(C)(C)Nc2ccccc21	0	1	-15	-2	2.4	1.1	-0.5	15	-3	97
CCOc1ccc(OCC)c(NC(=O)CN(c2ccc(C)cc2)S(=O)(=O)c2c(C)noc2C)c1	13	1.1	-5	2	2.9	1.2	0.1	5	-5	94
CN1C(=O)C2C(c3ccc(N(C)C)cc3)=NN(Cc3ccccc3)C2C1=O (centres undefined)	9	1	-11	-4	-0.3	1	-0.1	11	-4	101
O=C(O)c1ccc(N=c2oc3cc(O)ccc3cc2C(=O)NCc2ccccc2)cc1	5	1	9	0	-1.6	1	0.0	-9	-2	94
O=C(NCc1ccc(F)cc1)C(c1cccs1)N(C(=O)c1csnn1)C1CC1 (centres undefined)	-1	1	6	1	0.8	0.9	0.1	-6	-2	97
CCn1c(SCC(=O)NNC(=O)Cc2ccccc2)nnc1-c1ccncc1	10	1	-9	-4	0.2	1	0.2	9	-3	101
CCCCCN1CSC(=S)N(Cc2ccccc2)C1	8	1	6	-3	0.1	2.3	-0.1	-6	-3	102
N#C/C(=N\Nc1ccc(Cl)cc1)C(=O)c1ccccc1	-2	1	-1	-5	0.2	0.54	0.0	1	-3	85
COc1cc(C(=O)Nc2ccc3c(c2)OCCO3)c(-n2cnnn2)cc1OC	-2	1	-1	-2	-0.1	0.91	-0.3	1	-5	104
CCN(CC)c1ccc(/C=N/NC(=O)c2cccc(S(=O)(=O)Nc3ccccc3OC)c2)c(O)c1	-18	1	70*	-10	-0.1	0.73	-0.2	-70	-1	106
CCc1ccc2c(CN3CCN(S(=O)(=O)c4ccc5c(c4)OCCO5)CC3)cc(=O)oc2c1	2	1	-6	-1	0.6	0.9	0.5	5	0	100
O=C1OCC2=C1C(c1ccccc1)CC(=O)N2c1cccc(F)c1 (centres undefined)	6	1	3	-2	-0.9	1.1	-0.1	-3	0	98
Cc1cccc(C)c1NC(=O)COC(=O)C1Cc2ccccc2CN1C(=O)c1ccccc1 (centres undefined)	-1	1	-3	-2	0.3	0.98	-0.2	3	-3	100
CCOc1ccccc1NC(=O)c1ccc(S(=O)(=O)N(C)C)cc1	9	1	nt	-10	0.2	1.1	-0.5	nt	4	102
O=C(COC(=O)c1cccc2ccccc12)NCCCc1ccccc1	-10	1	0	-5	3.0	1.2	-0.2	0	-4	92

Structures shown so far containing an NH in an aromatic ring:
SMILES	G6PDH CS	FLuc act counter	APP transl inh	HMGR II inh	Redox H2O2 prof	NF-kB neuron act	Hsp70 act	APP 5'UTR act	FLuc inhib CS	STAT1 activator
CCCSc1n[nH]c(NC(C)=O)n1	4	1.1	nt	1	-0.8	1.4	-0.3	nt	-7	101
CC(=O)c1c(C)[nH]c(C(=O)OCC(=O)Nc2ccc(Cl)cc2[N+](=O)[O-])c1C	-27	1	-4	0	0.3	0.43	-0.5	4	-4	75

Carrying on:
SMILES	G6PDH CS	FLuc act counter	APP transl inh	HMGR II inh	Redox H2O2 prof	NF-kB neuron act	Hsp70 act	APP 5'UTR act	FLuc inhib CS	STAT1 activator
CC(=O)OCC1OC(OC(C)=O)C(NC(=O)c2cccnc2)C(OC(C)=O)C1OC(C)=O (centres undefined)	12	1.1	6	-4	-0.8	1.3	-0.2	-7	-5	106
CN(c1ccc(C(=O)Nc2ccc(Cl)cn2)cc1)S(=O)(=O)c1ccccc1	10	1	-10	0	-0.3	0.87	-0.1	10	1	88
O=C(O)C1C2C=CC(C2)C1C(=O)Nc1ccc(C(=O)N2CCCCC2)cc1 (centres undefined)	7	1	-15	1	1.6	1.1	0.0	15	-2	104
Cc1cccc(C)c1NC(=S)/C(=C(\[O-])c1cccs1)[n+]1ccccc1	14	1	4	0	-0.5	1.3	-0.3	-4	-2	103
c1ccc(Cn2ncc3c(NCc4ccco4)ncnc32)cc1	6	1	0	2	0.4	1.1	-0.3	0	-2	94
O=C(Nc1ccccc1)c1sc2cc(C(F)(F)F)cnc2c1-c1cccs1	3	1	14	2	0.5	1.6	-0.4	-14	-2	104
CCn1nc(C)c(NC(=O)/C=C/c2cnn(C)c2C)c1C	5	1.1	10	-2	-5.8	1.1	0.0	-10	-9	103

3 of the compounds above, as comma-separated lines:
Structure,G6PDH CS,FLuc act counter,APP transl inh,HMGR II inh,Redox H2O2 prof,NF-kB neuron act,Hsp70 act,APP 5'UTR act,FLuc inhib CS,STAT1 activator
CC(=O)OCC1OC(OC(C)=O)C(NC(=O)c2cccnc2)C(OC(C)=O)C1OC(C)=O (centres undefined),12,1.1,6,-4,-0.8,1.3,-0.2,-7,-5,106
CN(c1ccc(C(=O)Nc2ccc(Cl)cn2)cc1)S(=O)(=O)c1ccccc1,10,1,-10,0,-0.3,0.87,-0.1,10,1,88
O=C(O)C1C2C=CC(C2)C1C(=O)Nc1ccc(C(=O)N2CCCCC2)cc1 (centres undefined),7,1,-15,1,1.6,1.1,0.0,15,-2,104
